Tb MetRS inh: Trypanosoma brucei MetRS inhibition | 360,000 tested, 0.4% active | inhibition, % at 11.9 µM | purified T. brucei MetRS, ATP depletion, Kinase-Glo luminescence | AID 624268;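 active means inhibition above a per-plate cutoff of the control wells' mean inhibition plus 3 SD, cut at about 5.5% in these data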;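 further: 0% = DMSO wells median and 100% = median of wells with control inhibitor compound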
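System: purified T. brucei MetRS enzyme / Detection: Kinase-Glo luciferase luminescence reporting remaining unconsumed ATP / Medium: HEPES buffer with MgCl2, KCl, DTT, spermine, BSA, pyrophosphatase / Replication: singlicate, one well per compound / Evaluation: percent inhibition relative to median high and low control wells / Schedule: 2 h aminoacylation at 25 °C after 15 min preincubation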
LMPTP block: LMPTP (human) inhibition | 360,000 tested, 0.22% active | recombinant LMPTP-A, OMFP fluorogenic substrate, fluorescence intensity | inhibition, % at 20 µM | AID 651560 | P24666;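 active means compounds that cut the enzyme signal by at least half of the control window in the single-dose screen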;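 further: plate controls were DMSO wells with enzyme plus substrate for no effect and substrate without enzyme for full effect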
Target sequence (P24666 whole entry, looked up): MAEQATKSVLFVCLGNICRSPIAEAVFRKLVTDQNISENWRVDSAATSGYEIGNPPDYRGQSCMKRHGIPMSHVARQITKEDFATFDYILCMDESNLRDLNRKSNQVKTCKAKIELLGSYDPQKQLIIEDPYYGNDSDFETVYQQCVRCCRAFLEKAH
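test system = LMPTP-A | amount = 0.625 nM LMPTP-A final | reagent = fluorogenic phosphatase substrate OMFP at 400 µM final | incubation = 50 min at room temperature | benchmarks = no-enzyme low control, uninhibited high control | medium = Bis-Tris pH 6.0, DTT, detergent | signal = fluorescence intensity of OMFP turnover product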
NadD block: NadD (S. aureus) enzyme inhibition; AID 602399; 360,000 tested, 0.78% active; inhibition, % at 20 µM; purified NadD enzyme, colorimetric absorbance read-out; in the data active means inhibition above about 26%; further: some compounds past the cut are filed as inactive
DNMT1 block: DNMT1 (human) enzyme inhibition. 360,000 tested, 0.83% active. AID 588458. DNMT1 molecular beacon, Hinp1I cleavage, fluorescence. inhibition (reported as % activation of signal), % at 10 µM; in the data active means inhibition above about 50%
Scp-1 inhibitor: inhibitors of human Scp-1 phosphatase; Q9GZU7; Recombinant Scp1, phosphopeptide, malachite green phosphate absorbance; inhibition, % at 20 µM; 340,000 tested, 0.88% active; AID 493091;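 active means inhibition above about 50% at 20 µM, limit read from the data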;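 further: plate controls were DMSO wells with enzyme for no effect and wells lacking enzyme for full effect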
Target sequence (Q9GZU7 76-261 limits assumed): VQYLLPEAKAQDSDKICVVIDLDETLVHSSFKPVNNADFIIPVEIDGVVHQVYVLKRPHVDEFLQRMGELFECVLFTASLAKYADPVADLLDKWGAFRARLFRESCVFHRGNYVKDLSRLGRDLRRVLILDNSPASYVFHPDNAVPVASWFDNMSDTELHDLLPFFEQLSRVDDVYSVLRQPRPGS
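Test system – truncated SCP-1 phosphatase (76-261aa) · Reagent – Phosphorylated 17-residue peptide substrate · Incubation – 45 min room-temperature reaction, 5 min colour, 30 min stabiliser · Detection – colorimetric phosphate reagent with accelerator and stabiliser, absorbance at 630 nm · Measure – % inhibition at 20 µM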
STEP inh: STEP (human) phosphatase inhibition. P54829. recombinant STEP, OMFP fluorogenic substrate, fluorescence. inhibition, % at 20 µM. 360,000 tested, 0.25% active;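 active means inhibition at 20 µM, scaled per plate between control wells, above about 37%, limit read from the data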;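 further: 0% = DMSO with enzyme and substrate and 100% = substrate only without enzyme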
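Assay system: isolated STEP enzyme / Timing: 20 min at room temperature, dark / Doses: 20 µM, 1% DMSO / Technique: fluorescence intensity, excitation 480 nm, emission 540 nm / Reagent: fluorogenic phosphatase substrate OMFP at 25 µM final / Measure: percent inhibition scaled to no-enzyme and uninhibited-enzyme controls, plate-pattern corrected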
CSN inh: blocks human CSN-mediated cullin deneddylation. Q92905. Purified CSN, SCF-Nedd8-OG deneddylation, fluorescence polarization. inhibition, % at 12.5 µM. 360,000 tested, 0.38% active. AID 651999;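 active means pattern-corrected inhibition above about 35%, with an unprinted fluorescence ratio check between 0.5 and 1.5, limit read from the data, passing the limit was not always enough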;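 further: 0% = enzyme with substrate and 100% = substrate without enzyme; some results filed as inactive read as strong as hits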
Target sequence (Q92905 whole entry, looked up, one chain of several): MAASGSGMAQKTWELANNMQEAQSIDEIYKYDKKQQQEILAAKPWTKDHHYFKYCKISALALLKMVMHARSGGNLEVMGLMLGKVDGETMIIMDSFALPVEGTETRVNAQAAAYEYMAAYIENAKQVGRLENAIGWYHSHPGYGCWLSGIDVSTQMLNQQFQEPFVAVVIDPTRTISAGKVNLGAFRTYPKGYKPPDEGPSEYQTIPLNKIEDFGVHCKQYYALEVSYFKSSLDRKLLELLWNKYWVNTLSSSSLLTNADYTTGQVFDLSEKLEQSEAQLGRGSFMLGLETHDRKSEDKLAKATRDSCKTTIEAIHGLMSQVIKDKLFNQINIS
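Schedule: reaction 90 min, room temperature / Assay system: HEK293T-derived human Csn5 enzyme / Input: Csn5 at 0.24 nM final / Measure: inhibition of Csn5 cleavage, % / Control set: substrate-only high control, full reaction low control / Technique: fluorescence polarization of the substrate / Buffer or medium: Tris/NaCl/DTT buffer, pH 7.5 / Reagent: SCFSkp2-Nedd8OG substrate at 10 nM final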
SUMO1-SIM PPI: SUMO1-SIM interaction modulation | P63165 | SUMO1 binding to a labelled peptide, TR-FRET, 1 h | inhibition, % at 20 µM | 360,000 tested, 0.33% active; in the data active means inhibition above about 37%
MLLE-PAM2 inh: inhibitors of microRNA-mediated deadenylation, human PABP1 MLLE binding | AID 588489 | inhibition, % at 20 µM | P11940 | 360,000 tested, 0.36% active | GST-MLLE / FITC-PAM2 fluorescence polarization; in the data active means inhibition above about 35%, passing the limit was not always enough;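 further: plate controls were DMSO wells with GST-MLLE for no effect and wells lacking GST-MLLE protein for full effect; some results filed as inactive read as strong as hits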
Rpn11 block: Rpn11 (human) deubiquitinase inhibition; AID 588493; human 26S proteasome, Ub4-pepOG fluorescence polarization; 20S core pre-blocked with epoxomicin; O00487; 360,000 tested, 0.59% active; calls only at 20 µM;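 active means inhibition at 20 µM, scaled to each plate's controls, above about 33%, limit read from the data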
Target sequence (O00487 whole entry, looked up): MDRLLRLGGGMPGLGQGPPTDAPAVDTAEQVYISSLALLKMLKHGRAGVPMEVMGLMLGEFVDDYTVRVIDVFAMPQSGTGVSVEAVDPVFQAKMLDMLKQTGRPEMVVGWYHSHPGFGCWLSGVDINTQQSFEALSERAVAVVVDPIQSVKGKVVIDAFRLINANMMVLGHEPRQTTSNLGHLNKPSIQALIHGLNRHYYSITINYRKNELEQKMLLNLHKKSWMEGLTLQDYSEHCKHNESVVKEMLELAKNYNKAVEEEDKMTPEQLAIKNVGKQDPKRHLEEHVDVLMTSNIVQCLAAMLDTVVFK
Numbers without * were called inactive; i = inactive; . = no result given.

SMILES	Tb MetRS inh	LMPTP block	NadD block	DNMT1 block	Scp-1 inhibitor	STEP inh	CSN inh	SUMO1-SIM PPI	MLLE-PAM2 inh	Rpn11 block
O=C(NC(=S)NCc1cccnc1)c1ccccc1[N+](=O)[O-]	0.2	-0.6	8	0	4	-4	-4	-22	18	i
COCCN1CN(S(=O)(=O)c2ccc(Cl)cc2)c2nc3ccccc3nc21	-0.5	1.2	-1	-2	6	-6	4	-5	9	i
COc1ccccc1/C=C/C=N/NC(=O)CCn1nnc2ccccc21	2.1	-1.2	4	-1	-6	0	-3	-3	-6	i
Cc1cc(C)c(S(=O)(=O)N2CCN(C(=O)c3cccs3)CC2)c(C)c1	-0.5	0.8	-8	-2	-7	0	2	-1	-2	i
CCC(=O)Oc1ccc2c(C)cc(=O)oc2c1C(=O)c1ccccc1	0.0	-1.3	-3	1	-13	-2	3	8	3	i
CSc1nnc(CNC(=O)c2ccccc2)n1-c1cccc(C)c1	-0.5	-2.6	-5	1	-7	1	-6	1	7	i
Cc1ccc(-n2ncc3c(NNC(=O)c4ccco4)ncnc32)cc1C	-0.5	-0.4	2	0	1	-1	4	4	-62	i
COc1ccccc1C(=O)NC(=O)COC(=O)c1ccc([N+](=O)[O-])cc1Cl	-0.3	0.0	-2	3	-4	-1	-2	0	-3	i
COc1ccc(C)cc1S(=O)(=O)N(CC(N)=O)Cc1ccccc1	1.4	2.2	2	0	5	-3	2	-1	1	i
Cc1cc(NC(=O)CCC(=O)NNC(=O)c2ccc(C(C)(C)C)cc2)no1	-1.7	0.1	1	6	3	0	-15	1	2	i
CCN(CC)C(=O)C1=C(C)N(Cc2ccc(C(C)(C)C)cc2)C(=O)C(CC(=O)NC2CC2)C1 (stereo not drawn)	-1.8	-0.5	-4	5	.	3	-5	-1	4	i
COc1cccc(CN2CCNC(=O)C2CC(=O)N(C)CC2CCOCC2)c1OC (stereo not drawn)	0.7	-0.2	4	-6	-2	-1	2	1	6	i
CCOC(=O)N1CCN(C(=O)Cn2nc(C)n3nc(-c4ccccc4)cc3c2=O)CC1	-0.6	-0.2	0	-2	1	-2	-1	1	3	i
CN(C)/C=C/C(=O)c1cnc(-c2ccccc2Cl)s1	-0.4	0.1	1	0	-1	0	8	-26	-7	i
CC(Oc1cccc(Cl)c1)C(=O)Nc1nc(-c2ccccn2)cs1 (stereo not drawn)	-0.4	1.6	3	-1	-3	3	8	5	16	i
Cc1ccc(S(=O)(=O)N2CCC(C)CC2)cc1C(=O)NCc1ccccn1	-0.1	0.5	4	1	14	0	2	2	3	i
CC1CN(S(=O)(=O)c2ccc(C(=O)O)cc2)CC(C)O1 (stereo not drawn)	0.4	0.3	-3	0	-7	-3	-3	-8	-4	i
C=CCOc1ccccc1/C=N/O	-0.1	-0.3	-6	1	-4	0	-2	0	3	i
Nn1c(SCC(=O)N2CCOCC2)nnc1C1CC1	-1.2	-0.1	-4	-1	-5	0	1	2	-6	i
COc1ccc(OC)c(NC(=O)C2CCN(c3cc(-c4ccccc4)nc4ncnn34)CC2)c1	-1.1	-2.5	11	-4	2	-1	0	3	1	i
Cc1ccc(C(=O)N(CN2CCCC2=O)c2ccc(F)cc2)cc1	-0.4	-2.0	-4	1	-7	1	8	-3	-5	i
Cc1nccn1-c1cc(C(C)(C)C)nc2c(-c3ccccc3)cnn12	-0.8	1.2	-3	-5	-1	4	-1	-3	-2	i
CCOC(=O)c1nc2sc3c(c2c(=O)[nH]1)CCCC3	-0.9	0.6	-3	2	6	4	6	0	-6	i
COc1ccc(CC(=O)Nc2ccc(S(=O)(=O)Nc3cc(C)nc(C)n3)cc2)cc1OC	-0.2	-0.9	2	0	.	-1	-3	-5	10	i
O=C1C(=Cc2ccc(F)cc2)Cc2ccccc21	-1.4	-0.1	10	5	.	2	4	-31	-1	i
Cc1ccc(S(=O)(=O)NCc2ccc(C(=O)NC3CCCCC3)cc2)cc1	-0.4	-0.9	-5	0	42	-3	-2	-2	-9	i
Cc1cccc(CN2CCN(CC(=O)NCCCN3CCCC3=O)C2=O)c1	-1.4	-1.6	1	3	-5	-7	4	1	10	i
CCc1ccc2[nH]cc(C(=O)N3CCCCCC3)c(=O)c2c1	-0.4	-1.2	-3	3	-7	-3	-2	-3	9	i
CCOC(=O)C(NC(C)=O)(NS(=O)(=O)c1ccccc1)C(F)(F)F (stereo not drawn)	0.0	-0.4	-3	-1	8	1	-2	2	10	i
COc1ccc(/C=N/Nc2nncc3ccccc23)cc1	-0.8	0.8	1	2	2	-2	2	-3	-7	i
CCOC(=O)CCCNC(=O)COC(=O)CCC(=O)c1ccc(F)cc1	-0.3	0.6	2	-2	6	4	6	4	4	i
C=CCNC(=O)c1ccccc1S(=O)c1ccccc1C#N (stereo not drawn)	-1.1	-3.9	-6	2	-12	-4	0	1	5	i
COc1ccccc1N1CCN(C(=O)CCNS(=O)(=O)c2ccc3c(c2)CCC(=O)N3)CC1	0.2	-0.5	1	-2	-4	2	4	0	11	i
CC(=O)N1CC(=O)N=C1SCC(=O)Nc1nc(-c2ccccc2)c(-c2ccccc2)s1	-1.9	1.1	9	0	-2	-4	-4	0	-8	i
Cn1c(N2CCOCC2)c(C=O)c2ccccc21	-0.5	-0.9	2	-6	-4	0	3	2	-10	i
Cc1c(CCO)sc[n+]1CC(=O)OC12CC3CC(CC(C3)C1)C2	0.5	-0.1	-1	1	-7	1	-5	2	20	i
O=CC(=O)c1ccccc1	-0.5	-1.0	0	-1	-6	2	0	-1	1	i
Cc1ccc(C)c(C(=O)CSc2nc(N)cc(=O)[nH]2)c1	0.1	-0.2	0	1	-2	-4	-2	-2	-2	i
COCCNCC(=O)N1c2ccccc2Sc2ccccc21	0.0	-3.0	0	3	-7	0	-7	2	5	i
CN(C)CCN1CCc2ccccc21	-0.2	-5.4	0	-11	-11	-1	5	-1	7	i
CCn1cc(Br)c(C(=O)Nc2sc3c(c2C(N)=O)CCCC3)n1	-0.1	8.7	-5	68*	-7	2	5	4	5	i
CC(C)(C)N=C(NS(=O)(=O)c1cccs1)c1ccccc1	0.4	-1.2	-4	1	-5	-3	1	4	-10	i
COc1ccnc(Nc2cccc(C)c2)c1C#N	0.0	-2.1	1	-1	-11	0	-2	-4	-7	i
O=C(c1ccccc1)N1CCN(c2ccccc2)CC1	-0.2	-1.0	1	-2	3	1	3	1	0	i
CN(C(=O)CSc1cc(C(=O)c2nccn2C)c2ccccc2n1)c1ccccc1	-1.5	1.2	0	7	-1	0	2	-8	-1	i
CCN1CCN(C(=O)Cn2ncc3c([nH]c4ccc(C)cc43)c2=O)CC1	0.1	0.2	-6	0	-8	1	-4	1	-4	i
Cc1cc(C(F)(F)F)nn1C(=O)c1cccnc1Cl	-0.9	-1.6	5	0	-2	-3	3	-3	-4	i

Part of the list above in order of molar mass, highest first:
SMILES	Tb MetRS inh	LMPTP block	NadD block	DNMT1 block	Scp-1 inhibitor	STEP inh	CSN inh	SUMO1-SIM PPI	MLLE-PAM2 inh	Rpn11 block
COc1ccccc1N1CCN(C(=O)CCNS(=O)(=O)c2ccc3c(c2)CCC(=O)N3)CC1	0.2	-0.5	1	-2	-4	2	4	0	11	i
COc1ccc(OC)c(NC(=O)C2CCN(c3cc(-c4ccccc4)nc4ncnn34)CC2)c1	-1.1	-2.5	11	-4	2	-1	0	3	1	i
COc1cccc(CN2CCNC(=O)C2CC(=O)N(C)CC2CCOCC2)c1OC (stereo not drawn)	0.7	-0.2	4	-6	-2	-1	2	1	6	i
COCCN1CN(S(=O)(=O)c2ccc(Cl)cc2)c2nc3ccccc3nc21	-0.5	1.2	-1	-2	6	-6	4	-5	9	i
COc1ccccc1C(=O)NC(=O)COC(=O)c1ccc([N+](=O)[O-])cc1Cl	-0.3	0.0	-2	3	-4	-1	-2	0	-3	i
Cc1ccc(S(=O)(=O)N2CCC(C)CC2)cc1C(=O)NCc1ccccn1	-0.1	0.5	4	1	14	0	2	2	3	i
Cc1ccc(S(=O)(=O)NCc2ccc(C(=O)NC3CCCCC3)cc2)cc1	-0.4	-0.9	-5	0	42	-3	-2	-2	-9	i
CCOC(=O)C(NC(C)=O)(NS(=O)(=O)c1ccccc1)C(F)(F)F (stereo not drawn)	0.0	-0.4	-3	-1	8	1	-2	2	10	i
CC(Oc1cccc(Cl)c1)C(=O)Nc1nc(-c2ccccn2)cs1 (stereo not drawn)	-0.4	1.6	3	-1	-3	3	8	5	16	i
CCN1CCN(C(=O)Cn2ncc3c([nH]c4ccc(C)cc43)c2=O)CC1	0.1	0.2	-6	0	-8	1	-4	1	-4	i
Cc1c(CCO)sc[n+]1CC(=O)OC12CC3CC(CC(C3)C1)C2	0.5	-0.1	-1	1	-7	1	-5	2	20	i
Cc1ccc(C(=O)N(CN2CCCC2=O)c2ccc(F)cc2)cc1	-0.4	-2.0	-4	1	-7	1	8	-3	-5	i
C=CCNC(=O)c1ccccc1S(=O)c1ccccc1C#N (stereo not drawn)	-1.1	-3.9	-6	2	-12	-4	0	1	5	i
CC1CN(S(=O)(=O)c2ccc(C(=O)O)cc2)CC(C)O1 (stereo not drawn)	0.4	0.3	-3	0	-7	-3	-3	-8	-4	i
COc1ccc(/C=N/Nc2nncc3ccccc23)cc1	-0.8	0.8	1	2	2	-2	2	-3	-7	i
O=C(c1ccccc1)N1CCN(c2ccccc2)CC1	-0.2	-1.0	1	-2	3	1	3	1	0	i
O=C1C(=Cc2ccc(F)cc2)Cc2ccccc21	-1.4	-0.1	10	5	.	2	4	-31	-1	i
O=CC(=O)c1ccccc1	-0.5	-1.0	0	-1	-6	2	0	-1	1	i

Screening results from PubChem.
